HEK293 tox – cytotoxicity in counter-screen for GLP-1R inverse agonists. HEK293 cAMP-luciferase reporter cells, luminescence, 24 h. Potency, µM (doses to about 38.3 µM), for inactives: at the highest dose activity change, negative = inhibition, most hits filed as inhibitors. hit rate 0.13% among 410,000;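 note: loss of luciferase light is scored as toxicity; potency is the fitted concentration of half-maximal effect; % is set by controls: 0 for no effect and ±100 for the full control effect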
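Compound-treated cells are incubated 24 hr at 37 deg C under 5% CO2 after a 12 hour attachment period, then luciferase detection reagent is added and luminescence is measured following 12 min at room temperature; lowered signal indicates toxicity.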
DRD3 antagonist – antagonists of human D3 dopamine receptor; P35462; D3R cells, DiscoveRx beta-arrestin luminescence, antagonist mode; active compounds read low; max response, negative = inhibition, %; hit rate 2.5% among 360,000; AID 652054; in the data active = max response below about -50%; inconclusive = no clear call, values can overlap the other calls; note: % is set by controls: 0 for no effect and ±100 for the full control effect; mostly tested at two doses, the higher about 12 µM
Target sequence (P35462 whole entry, looked up): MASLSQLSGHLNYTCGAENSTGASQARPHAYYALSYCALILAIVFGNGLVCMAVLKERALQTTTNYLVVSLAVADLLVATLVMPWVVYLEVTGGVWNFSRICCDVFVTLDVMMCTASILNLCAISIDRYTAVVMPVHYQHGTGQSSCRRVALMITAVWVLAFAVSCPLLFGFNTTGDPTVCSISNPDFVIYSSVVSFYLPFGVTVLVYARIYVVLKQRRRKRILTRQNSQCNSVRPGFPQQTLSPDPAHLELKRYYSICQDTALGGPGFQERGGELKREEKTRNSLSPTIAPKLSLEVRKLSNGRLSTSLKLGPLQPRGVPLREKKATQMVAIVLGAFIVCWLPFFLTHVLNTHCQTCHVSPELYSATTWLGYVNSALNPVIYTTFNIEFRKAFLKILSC
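Cells expressing the human receptor were seeded at 1500 cells/well, incubated overnight at 37 degrees C in 5% CO2, then exposed to library compounds with dopamine controls for 90 minutes at 37 degrees C before luminescent detection.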
aSyn yeast inh – alpha-synuclein toxicity inhibition in yeast. Yeast expressing alpha-synuclein, growth rescue, BacTiter-Glo, 24 h. Potency, µM (doses to about 46.1 µM), without a hit: top-dose growth rescue (activation), actives largely listed as activators. hit rate 0.14% among 370,000. AID 652106; note: potency is the fitted concentration of half-maximal effect; % of control where 0% means no effect; nearly all actives have a fitted effect of over 65% in size
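Screening used galactose-induced yeast with toxic alpha-synuclein levels, exposed to compound for 24 hr at 30 deg C. Cell growth, read with BacTiter-Glo luminescence, gave the measured signal.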
DRD3 agonist – agonists of human D3 dopamine receptor; D3R DiscoveRx beta-arrestin cells, luminescence, 90 min; max activation, %; hit rate 0.58% among 410,000; in the data active = max activation above about 30%; note: 0% is about no effect; mostly tested at two doses, the higher about 12 µM
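Agonist mode: compounds and dopamine controls were applied to plated cells for 90 min at 37 degrees C after an overnight attachment at 1500 cells/well. Luminescent read-out followed 30 - 60 minutes at room temperature with DiscoveRx detection reagent.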
GLP1R inv ag – inverse agonists of human GLP-1 receptor; P43220; HEK293 GLP-1R CRE-luciferase, luminescence, 24 h; GLP-1R form is constitutively active; Potency, µM (titrated, usually from 38.3 µM), inactives show top-dose activity change, negative = inhibition, hits mostly inhibitors; hit rate 1.6% among 410,000; note: potency is the fitted concentration of half-maximal effect; % is set by controls: 0 for no effect and ±100 for the full control effect; nearly all actives have a fitted effect of over 55% in size
Target sequence (P43220 whole entry, looked up): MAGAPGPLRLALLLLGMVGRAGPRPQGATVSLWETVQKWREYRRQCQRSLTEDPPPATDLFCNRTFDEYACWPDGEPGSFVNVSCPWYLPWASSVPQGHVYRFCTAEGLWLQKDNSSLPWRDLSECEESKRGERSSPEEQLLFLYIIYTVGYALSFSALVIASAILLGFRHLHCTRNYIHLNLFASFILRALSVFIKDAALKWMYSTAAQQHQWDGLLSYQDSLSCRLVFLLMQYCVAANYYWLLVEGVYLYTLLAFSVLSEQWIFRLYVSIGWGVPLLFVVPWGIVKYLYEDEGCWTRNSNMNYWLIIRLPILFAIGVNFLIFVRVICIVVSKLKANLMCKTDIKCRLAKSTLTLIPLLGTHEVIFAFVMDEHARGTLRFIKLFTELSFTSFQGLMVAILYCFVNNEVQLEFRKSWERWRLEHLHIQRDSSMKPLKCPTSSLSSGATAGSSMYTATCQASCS
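GLP-1R inverse agonism mode: basal reporter luminescence in engineered HEK293 cells measured after one day of compound exposure at 37 deg C, with a 12 min room-temperature detection step.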
GLP1R ag – activates the human GLP-1 receptor; P43220; HEK293 GLP-1R CRE-luciferase, luminescence, 4-6 h; cells express a hypersensitive GLP-1R form; Potency, µM (top dose mostly 45.6 µM), for inactives: top-dose activation, usual class: activators; hit rate 0.007% among 380,000; note: potency is the fitted concentration of half-maximal effect; % of control where 0% means no effect
PTHR1 agonist – agonists of human PTHR1 parathyroid hormone receptor | Q03431 | HEK293 GP2 PTHR1 cells, GloSensor cAMP luminescence, 1 h | Potency, µM (doses to about 115 µM), for the others: top-dose activation, usual class: activators | hit rate 0.075% among 410,000 | AID 743266; note: potency is the fitted concentration of half-maximal effect; nearly all actives have a fitted effect of over 55% in size; some results filed as inactive show a strong effect at the top dose; inactives centre near -15; many of its hits are not listed in these tables
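HEK-293-derived GP2 cells expressing PTHR1 and a GloSensor cAMP reporter, 3,000/well, plated overnight, given luciferin plus IBMX (each 0.5 mM as added) for 1 h at 37 °C, then compound for 1 h at 37 °C. Luminescence was read after 15 min at room temperature.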
KB-V1 MDR tox – kills drug-selected multidrug resistant KB-V1 cells. KB-V1 MDR cells viability, CellTiter-Glo, 72 h. Potency, µM (highest dose often 46.1 µM), for inactives: at the highest dose activity change, negative = cytotoxicity, most hits filed as cytotoxic. hit rate 3.4% among 400,000; note: potency is the fitted concentration of half-maximal effect; % is set by controls: 0 for no effect and ±100 for the full control effect; nearly all actives have a fitted effect of over 60% in size
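KB-V1 MDR subline cells in DMEM (phenol-red free, 10% FBS) exposed to compounds in qHTS concentration series for 72 h at 37 degrees C. Viability read by CellTiter-Glo luminescence; concentration-effect curves fitted after normalization and correction.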
TDP-43 yeast inh – TDP-43 toxicity inhibition in yeast | hit rate 1.8% among 410,000 | Potency, µM (titrated, usually from 46.1 µM), without a hit: at the highest dose growth rescue (activation), most hits filed as activators | TDP-43 expressing yeast growth rescue, BacTiter-Glo, 24 h; note: potency is the fitted concentration of half-maximal effect; % of control where 0% means no effect; nearly all actives have a fitted effect of over 50% in size
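Cell-based yeast growth screen: TDP-43 expression induced in galactose, inoculum OD600=0.02 after raffinose pregrowth to mid-log. Read-out BacTiter-Glo luminescence at 24 hr, 30 deg C; inhibition of toxicity seen as signal increase.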
An asterisk follows results filed as active; i = inactive; ? = inconclusive; nt = not tested or not shown; & = joins results of further samples; [ ] = dose if it differs, or a comment. Unless noted, calls come from the whole dose curve; as a rule, active = well fitted curve in the direction sought with a large enough effect; inconclusive = small, poorly fitted or top-dose-only effect, or another doubt; inactive = no such curve, though single readings can be large; an effect the other way counts as inactive or inconclusive. This is a subset; the hit share may differ from the screen's.

mol	TDP-43 yeast inh	PTHR1 agonist	DRD3 agonist	HEK293 tox	GLP1R inv ag	aSyn yeast inh	GLP1R ag	KB-V1 MDR tox	DRD3 antagonist
COc1cc2ccccc2c2c1CCCC2=O	10.1%	i	-12.8	22.6%	?	2.5%	6.0%	-2.1%	-7.6
NC(=O)CSc1ccc(F)cc1	-5.1%[0.397 µM]	i	14.1	2.6%	27.5%	1.0%	1.5%	7.8%	6.2
CCn1c(C)c(CCC(=O)O)c(=O)n2nc(-c3ccccc3OC)cc12	-7.0%	-1.3%[57.5 µM]	-10.7	3.6%	5.1%	-1.2%	-1.5%	2.1%	?
COC(=O)C1=C(C)Nc2c(c(=O)n(C)c(=O)n2C)C1c1ccc(C)cc1 (stereo unspecified)	-1.2%	-3.1%	-10.6	-8.3%	28.7%	0.0%	9.1%	-14.8%	-12.9
COc1ccc(NC(=O)CCn2c(=O)c3cccn3c3ccccc32)cc1	5.4%	-37.4%[inhibitor]	-19.1	-0.3%	-2.3%	-1.8%	4.0%	-0.5%	-24.1
O=C(O)CN1C(c2ccccc2)=Nc2ccc(Br)cc2C1c1ccccc1 (stereo unspecified)	-3.0%	i	-15.9	5.0%	-1.8%	-1.1%	3.4%	15.2%	-3.2
CN(C)S(=O)(=O)n1cc(/C=C(\NC(=O)c2ccccc2)C(=O)N2CCCC2)c2ccccc21	4.2%	-9.8%	0.8	-2.3%	-18.3%	-3.6%	12.6%	?	2.3
COCOCCn1cc(CN2CCS(=O)(=O)N(Cc3ccc(-c4ccc(F)cc4)cc3)C(CC(C)C)C2=O)nn1 (stereo unspecified)	?	-38.0%[inhibitor]	-10.1	-25.1%	?	21.8%	-2.1%	?	-16.2
CS(=O)(=O)c1ccccc1-c1nc(-c2cc(C(F)(F)F)cc(C(F)(F)F)c2)no1	9.8%	i	9.7	-2.6%	0.0%	4.6%	-6.9%	0.0%	-29.4
CCN(CC)S(=O)(=O)c1cccc(C(=O)c2c(C)cc3ccccn23)c1	23.1%	-49.2%[inhibitor]	2.0	-3.4%	?	-3.0%	22.7%	?	13.9
O=C(Cn1nnnc1-c1ccccc1F)Nc1ccc(OC(F)(F)F)cc1	11.4%	i	7.1	-1.6%	-13.8%	nt	nt	nt	nt
COc1ccc(Cl)cc1NC(=O)C1(c2cccs2)CCOCC1	?	-13.9%	-3.7	-3.1%	?	8.0%	13.6%	?	1.7
COC(=O)[C@@]1(C)[C@H]2C(=O)N(Cc3ccccc3)C(=O)[C@H]2[C@H]2CN=C(SCc3ccccc3)N21	-16.2%	-2.4%	-20.9	3.5%	-2.1%	-0.4%	-2.9%	-8.8%	-6.2
O=C(CSc1ccccc1F)NCC(c1ccco1)N1CCCCC1 (stereo unspecified)	19.1%	i	-3.6	-31.5%	-29.3%	0.3%	5.5%	?	3.9
Oc1c(C(Nc2ccccn2)c2cccnc2)cc(Cl)c2cccnc12 (stereo unspecified)	?	i	-4.6	4.5%	?	?	-6.8%	0.0%	-121.2*
COc1cc(CN2CCC(C(=O)N3CCN(c4ccccc4F)CC3)CC2)cc(OC)c1O	-6.0%	9.7%[57.5 µM]	11.4	-13.2%	-0.6%	-5.3%	1.6%	?	-7.3
CC(C)C1C(=O)N(Cc2cn(CCC3OCCCO3)nn2)CCS(=O)(=O)N1Cc1ccc(-c2ccc(Cl)c(Cl)c2)cc1 (stereo unspecified)	?	-69.1%[inhibitor]	1.4	-29.9%	?	?	-2.4%	?	13.5
CC1CC(C)(C)OC(c2ccc(C(C)C)cc2)O1 (stereo unspecified)	-2.3%	i	3.3	1.9%	2.2%	3.2%	-8.0%	nt	9.2
Cc1cccc(NC(=O)CSc2nc3c(oc4ccccc43)c(=O)n2C(C)C)c1	?	-6.6%	3.1	-13.8%	?	nt	nt	17.2%	nt
CN(C)S(=O)(=O)c1ccc(NC(=O)N2CCN(c3ccccc3)CC2)cc1	-15.7%	i	-8.0	-10.4%	3.2%	-2.5%	6.5%	?	0.0

Entries of single compounds, quoted from the list:
`O=C(Cn1nnnc1-c1ccccc1F)Nc1ccc(OC(F)(F)F)cc1` reads TDP-43 yeast inh = 11.4%; PTHR1 agonist = i; DRD3 agonist = 7.1; HEK293 tox = -1.6%; GLP1R inv ag = -13.8%; aSyn yeast inh = nt; GLP1R ag = nt; KB-V1 MDR tox = nt; DRD3 antagonist = nt
`Oc1c(C(Nc2ccccn2)c2cccnc2)cc(Cl)c2cccnc12` (stereo unspecified) reads TDP-43 yeast inh = ?; PTHR1 agonist = i; DRD3 agonist = -4.6; HEK293 tox = 4.5%; GLP1R inv ag = ?; aSyn yeast inh = ?; GLP1R ag = -6.8%; KB-V1 MDR tox = 0.0%; DRD3 antagonist = -121.2*

(more compounds)
mol	TDP-43 yeast inh	PTHR1 agonist	DRD3 agonist	HEK293 tox	GLP1R inv ag	aSyn yeast inh	GLP1R ag	KB-V1 MDR tox	DRD3 antagonist
CCOC(=O)N1CCN(C(=O)CSc2nc3c([nH]c4ccccc43)c(=O)n2C)CC1	7.6%	i	-0.5	14.7%	3.5%	-0.6%	1.8%	17.4%	-9.2
COc1ccccc1NS(=O)(=O)c1cn(C)cn1	18.1%	i	9.0	1.7%	4.2%	1.0%	-5.1%	-10.5%	0.9
Cc1ccccc1-c1nc(CS(=O)(=O)CC(=O)NCCc2ccccc2)c(C)o1	3.7%&-3.3%	-19.3%	-0.4&-4.8	-5.0%&3.0%	?	11.5%	2.3%&-0.6%	-16.7%&-17.8%	-9.7
COCCCN1C(=O)C(CC(=O)NCCCN(C)C)CC(C(=O)N2CCOCC2)=C1C (stereo unspecified)	5.3%	-13.7%	95.3*	3.1%	21.4%	-11.5%	-1.1%	3.3%	1.0
COc1ccc(C(=O)OC2CCN(c3ncc(C(F)(F)F)cc3Cl)CC2)cc1	9.9%	i	0.8	1.0%	0.0%	-6.6%	-11.5%	-0.9%	18.3
CCN(CC)S(=O)(=O)c1ccc2oc(Nc3ccc4c(c3)OCCO4)nc2c1	4.0%	-24.3%	4.2	-16.4%	12.9%	0.2%	-16.4%	-1.3%	1.4
CCOc1ccc(C(CC(=O)O)NC(=O)c2cccs2)cc1OC (stereo unspecified)	0.0%	-15.3%	-0.4	-2.6%	3.1%	0.3%	1.3%	2.2%	1.4
O=C(CCc1nnc(-c2ccccc2)o1)NCC1CCN(C2CCCC2)CC1	14.6%	-20.8%	-8.6	2.3%	2.9%	2.0%	0.1%	-5.5%	11.8
CC(=O)c1c(C)n(-c2ccc(C)cc2)c2ccc(O)cc12	0.0%	-40.1%[inhibitor]	-4.1	13.8%	0.8%	0.2%	-3.1%	-18.4%	-6.7
CN(C)CCCN(C(=O)c1ccc2c(c1)CCCC2)c1nc2ccc(Cl)cc2s1	2.4%	-5.7%	-10.2	-25.2%	5.01µM*	-14.4%	-47.3%[inhibitor]	10.3µM*	-88.1*
CC1CN(C(=O)COC(=O)CSc2ccc([N+](=O)[O-])cc2)CC(C)O1 (stereo unspecified)	19.7%	-18.8%	-8.8	7.1%	-3.8%	-9.8%	-11.6%	3.4%	0.2
CCOCCc1nnc(NC(=O)c2cc(OC)c(OC)cc2[N+](=O)[O-])s1	4.4%[9.22 µM]	i	0.6	-1.0%	-2.2%	-4.3%	-2.2%	-2.9%	10.2
Cn1c(SCC(=O)c2ccccc2)nnc1-c1cccs1	3.9%	-28.0%	-1.9	6.2%	1.0%	2.7%	2.4%	-26.1%	9.1
CCC(Nc1ccc(OC)cc1)C(=O)N/N=C/c1ccc([N+](=O)[O-])cc1 (stereo unspecified)	0.3%	i	-15.5	27.2%	14.5%	-0.4%	-0.7%	-23.5%	-23.3
CC1CCCCN1CCCNC(=O)c1nn(C)c2c1CS(=O)(=O)c1ccccc1-2 (stereo unspecified)	-6.7%	i	-7.4	-4.5%	14.3%	0.6%	1.4%	?	-11.2
CCN(CC)S(=O)(=O)c1ccc(/C=C/C(=O)OCC#N)cc1	-6.6%	i	-5.5	-11.3%	2.1%	0.2%	-0.9%	-11.4%	13.8
COc1ccc(NC(=O)c2nc(C)n(-c3ccc([N+](=O)[O-])cc3)n2)cc1	25.5%	i	1.2	-6.9%	7.9%	6.9%	13.0%	5.5%	10.5
CC[C@]12C(=O)N(C)C[C@H]([C@@H]3C(=O)N(Cc4ccccc4)C(=O)[C@@H]31)N2C(=O)c1ccc(C(C)(C)C)cc1	-2.0%	-4.7%	-18.9	10.1%	18.6%	-1.8%	0.1%	-7.6%	-11.9
COC(=O)c1ccc(/C=N\n2c(C)nnc2C)cc1	1.4%	-24.3%[57.5 µM]	1.1	5.0%	12.2%	5.2%	7.6%	15.6%	9.9
COCCNC(=O)/C(C#N)=C/c1ccc(OCc2ccccc2)cc1	-13.4%	-5.7%	-2.6	10.0%	-29.4%	18.4%	8.6%	-23.2%	3.3
CCCCN1C2CCCC1CC(NC(=O)c1cccc(Cl)c1)C2 (stereo unspecified)	-17.5%	0.2%	-18.6	-23.9%	4.0%	1.1%	-4.7%	-1.8%	-1.4
CC(Oc1cc(F)ccc1[N+](=O)[O-])C(=O)N(C)CC(=O)Nc1ccccc1C(F)(F)F (stereo unspecified)	5.8%	6.0%	-3.1	-3.8%	-9.6%	-2.8%	1.4%	?	-14.0
COC(=O)C1=C(C)N(CC2CC2)C(=NCCN2CCOCC2)N[C@H]1c1ccccc1	16.7%	-15.2%	-6.8	-2.9%	-0.7%	0.7%	0.4%	8.5%	8.2
Cc1cc(CN2CCCC(N3CCc4ccccc4C3)C2)cc(C)c1O (stereo unspecified)	14.0%	-4.9%	-24.1	1.5%	4.3%	-0.8%	-4.3%	10.0%	-25.9

High-throughput results (PubChem)
